Lipid storage S3: qHTS Assay for Lipid Storage Modulators in Drosophila S3 Cells; lipid storage change, negative = inhibition, % at the top dose, mostly 46.1 µM; hits show Potency in µM; 0.64% of 320,000 active; Drosophila S3 cells, BODIPY lipid droplet fluorescence, 18-24 h; cells fed with added oleic acid; AID 2685; active = well fitted inhibition curve with a large enough effect in the signal ratio, with a control signal flat, not every such curve was filed as active; inconclusive = small, poorly fitted or top-dose-only effect, or effect the other way, or a change in a side signal; the % refers to the signal ratio
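Laser-scanning cytometry quantifies lipid droplet accumulation (500–530 nm total intensity; droplet/cell object ratio) in oleic acid-fed (400 uM added) Drosophila S3 cells treated with a concentration series. 20 uM Triacsin C defined 100% inhibition.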
Lipid storage S3 cell count max: second read-out of Lipid storage S3, no call of its own (marks repeat the call); cell number change, %; measured here: cell count max response;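 cells counted by Cell Tracker Red CMTPX staining in the red channel; peak over a dose series mostly up to 46.1 µM; percent activity relative to internal control wells on each plate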
Active calls of the source: *; i = inactive; ? = inconclusive; . = no result given; [ ] = another dose, or the depositor's remark. % is scaled to controls: 0 for no effect and ±100 for the full control effect; potency is read from the fitted curve at half-maximal effect.

The line under a structure holds: Lipid storage S3, Lipid storage S3 cell count max
> CC1CCC/C(=N\NC(=S)Nc2ccccc2)C1 (centres undefined)
  18.2%, .
> CCS(=O)(=O)c1ccc(-c2cccc(NC(=O)COc3ccccc3)c2)nn1
  i, 2.4
> COc1cccc(C2CC(c3ccc(NS(C)(=O)=O)cc3)=NN2C(=O)c2ccccc2)c1OC (centres undefined)
  -3.4%, 3.5
> O=C(CCSc1nnc2ccccn12)Nc1ccc2c(c1)OCO2
  -0.8%, -10.0
> CSc1ccc(S(=O)(=O)N2CCC(C(=O)NCCc3ccccc3)CC2)cc1
  i, 0.7
> Cc1cc(C)n(C(=O)/C(C#N)=N\Nc2ccccc2[N+](=O)[O-])n1
  -15.7%, .
> O=C(O)c1ccc2c(c1)C1C=CCC1C(c1ccncc1)N2 (centres undefined)
  -8.3%, 7.5
> Cc1cc(C(=O)OCC(=O)Nc2ncc(C(F)(F)F)cc2Cl)c(C)o1
  19.3%, 15.4
> Cc1ccc2c(c1)N(C(=O)CCC(=O)NCCCN1CCC(Cc3ccccc3)CC1)CCO2
  ?, .
> CCn1c(CN2CCN(Cc3ccc(C)cc3)C(CCO)C2)nc2ccccc21 (centres undefined)
  ?, .
> Cc1ccc2c(C)nc(N/C(N)=N/S(=O)(=O)c3ccccc3)nc2c1
  ?, .
> O=C1CCc2cc(S(=O)(=O)N3CCC(C(=O)NC4CCCC4)CC3)ccc2N1
  ?, .
> COc1ccc(CN2CCC(=O)N([C@H](CO)CC(C)C)CC2)cc1
  ?, .
> COC(=O)CNC(c1ccccc1)c1cc(Br)ccc1NC(=O)CCN1CCOCC1 (centres undefined)
  ?, .
> COc1cccc(NC(=S)N/N=C2\CC(C)(C)Oc3ccc(O)cc32)c1
  ?, .
> CC(C)(C)c1[nH]nc2c1C(c1ccsc1)C(C#N)=C(N)O2 (centres undefined)
  ?, .
> CC(=O)n1cc([C@@H]2C=C(C(=O)Nc3ccccc3)O[C@H](OCCCCO)C2)c2ccccc21
  -9.9%, -8.8
> COc1ccc2nc(SCC(=O)NCc3ccc(OC)c(OC)c3)[nH]c2c1
  i, -10.4
> Cc1cc(C)nc(Nc2ccccc2Br)n1
  ?, .
> CC(C)c1nnc(NC(=O)CSc2nnc(NC(=O)c3c(F)cccc3F)s2)s1
  ?, .
> COC(=O)c1ccc(NC(=O)COc2cccc(-n3cnnn3)c2)cc1
  ?, .
> COC(=O)Cn1ccc(N(C)C)c(C#N)c1=O
  ?, .
> CCOc1cc(C(=O)N(C)Cc2cc3ccccc3[nH]c2=O)cc(OCC)c1OCC
  ?, .
> CCCc1[nH]nc2c1C(c1cc(OC)cc(OC)c1)C(C#N)=C(N)O2 (centres undefined)
  0.2%, -7.6
> O=C(NCc1ccccc1)C(=O)NCC1OCCN1C(=O)c1ccc(Cl)cc1 (centres undefined)
  ?, .
> Cc1ccc(CN2CCN(Cc3ccco3)CC2)cc1
  10.5%, 10.1
> CC(C)CN1CCC(Oc2cccc(C(=O)NCCc3ccccc3)c2)CC1
  1.8%, 12.9
> CN(Cc1cn(C)nc1-c1ccc(Oc2ccccc2)cc1)C1CCOC1 (centres undefined)
  5.3%, -1.0
> COC(=O)c1[nH]c2cccc(OC)c2c1NC(=O)CCN1CCN(c2ccccc2OC)CC1
  i, .
> Cc1ccn2cc(CCNC(=O)CC3CCCCC3)nc2c1
  -6.8%, 8.7
> S=C(N/N=C/c1ccc(Cl)c(Cl)c1)Nc1ccccc1Cl
  ?, .
> CSc1ncccc1C(=O)NC(C)C1CC2CCC1C2 (centres undefined)
  ?, .
> CC(C)N(C(=O)COC(=O)c1cc(Cl)cc(Cl)c1N)C(C)C
  -0.7%, 2.0
> O=C(NCc1nnnn1-c1ccc(Cl)cc1)c1ccc(Br)o1
  i, .
> COCCn1c(N)c(Sc2ccccc2[N+](=O)[O-])c(=O)[nH]c1=O
  1.1%, 14.4
> CCOc1ccc(C2NC(=O)c3n[nH]c(C)c32)cc1 (centres undefined)
  ?, .
> O=C(Cn1nc(-c2ccccc2Cl)ccc1=O)Nc1ccc(Br)cc1
  22.2%, 10.0
> CC(=O)Nc1ccc(NC(=S)Nc2ccc(Br)cc2)cc1
  -11.1%, 3.9
> O=C(COC(=O)c1cc2c(s1)CCC2)Nc1ccc(F)cc1
  ?, .
> O=[N+]([O-])c1ccc(-c2cc(-c3ccncc3)nc3ccc4ccccc4c23)cc1
  ?, .
> COc1ccc(CNC(=S)Nc2ccccc2Cl)cc1
  5.1%, -6.0
> COc1ccc([C@@H]2CC=C(C(=O)O)[C@H](c3cccc(Cl)c3)N2S(=O)(=O)c2ccc(Cl)cc2)cc1
  ?, .
> COc1ccccc1/C=C/C(=O)NCC(=O)N/N=C(/C)c1ccco1
  ?, .
> CCc1ccc(/C=C2/Sc3ccccc3N(CC(=O)NCCCOC)C2=O)cc1
  ?, .
> COc1cc(/C=C/C(=O)OCC(=O)N2CCN(S(=O)(=O)c3ccc(C)cc3C)CC2)cc(Cl)c1OC
  ?, .
> Cc1ccc(CSc2nc(N)cc(N)n2)cc1
  -29.0%, 11.4
> O=C1C(Oc2ccccc2)C(c2ccc3c(c2)OCO3)N1CCc1ccc(F)cc1 (centres undefined)
  -2.8%, 1.7
> O=C1C=C(c2ccc(F)nc2)C[C@@H](c2ccc3c(c2)OCO3)C1
  ?, .
> CCCN(C(=O)COC(=O)CCOc1ccccc1)c1c(N)n(Cc2ccccc2)c(=O)[nH]c1=O
  14.6µM*, -10.8*
> Cc1c(/C=N\NC(=O)c2ccc([N+](=O)[O-])cc2)cnn1C
  ?, .

Compound profiles (already shown). Values in the order: Lipid storage S3	Lipid storage S3 cell count max
`COc1ccccc1/C=C/C(=O)NCC(=O)N/N=C(/C)c1ccco1` across the screens: ?	.
`CCc1ccc(/C=C2/Sc3ccccc3N(CC(=O)NCCCOC)C2=O)cc1` across the screens: ?	.
`O=C1C=C(c2ccc(F)nc2)C[C@@H](c2ccc3c(c2)OCO3)C1` across the screens: ?	.

Next part:
The line under a structure holds: Lipid storage S3, Lipid storage S3 cell count max
> CCc1nnc(NC(=O)CCC(=O)N2CCCC2)s1
  8.0%, 5.1
> CCOC(=O)Cc1csc(NC(=O)CSc2nncn2C)n1
  0.4%, -1.6
> CS(=O)(=O)c1ccccc1C(=O)Nc1cc2c(cc1C(=O)O)OCCCO2
  i, 2.4
> Cc1ccc2cc(C#N)c(SCC(=O)NCc3ccco3)nc2c1
  17.1%, 1.3
> COc1cc(S(=O)(=O)Nc2ccccc2N2CCCCC2)ccc1NC(C)=O
  ?, .
> O=C(O)C1CC(c2ccccc2)=Nc2ccccc2S1 (centres undefined)
  14.9%, 0.2
> COc1ccc(CCNC(=O)C2CCN(S(=O)(=O)N3CCC(C)CC3)CC2)cc1OC
  ?, .
> Cc1ccccc1OCCCC(=O)NC1CCCCC1
  11.2%, -11.3
> CC1C(=O)N2CCCc3cc(S(=O)(=O)NCc4ccc(F)cc4)cc1c32 (centres undefined)
  ?, .
> COc1ccc(/C=C2/SC(=S)N(NS(=O)(=O)c3ccccc3)C2=O)cc1
  i, 3.2
> N#C/C(=C\c1cccs1)C(=O)N1CCOCC1
  -4.0%, 6.9
> c1ccc(C[C@H]2CN=C(Nc3ccccc3)N2CC2CCC2)cc1
  ?, .
> Cc1ccc(S(=O)(=O)N2CCCCC2)cc1NC(=O)COc1ccccc1F
  ?, .
> Cc1cc(C(=O)CSc2nc(N)cc(=O)[nH]2)c(C)n1-c1cccc(F)c1
  ?, .
> Cc1cc(NCCN2CCOCC2)n2nc(C)c(-c3ccccc3)c2n1
  i, 5.5
> CC(C)CNCC(=O)N1c2ccccc2Sc2ccccc21
  -16.4%, -16.7
> O=S(=O)(NCc1ccccc1Cl)c1ccc(-n2cnnn2)cc1
  i, -6.6
> CC1CCCN(CC(=O)Nc2ccc(S(=O)(=O)NC3CCCCC3)cc2)C1 (centres undefined)
  i, 6.0
> COc1ccccc1/C=C/C(=O)NCC(=O)N/N=C/c1ccc(C(=O)O)cc1
  ?, .
> COc1ccccc1N(C)S(=O)(=O)c1ccc(Cl)c(C(=O)N2CCC(C(N)=O)CC2)c1
  ?, .
> Cc1ccccc1OCCCCN1CCCCC1
  ?, .
> O=C(O)c1cccc(Cn2c(Cl)c(/C=N/Nc3ccccc3)sc2=O)c1
  -7.2%, 3.0
> O=C(Nc1ccc(Cl)cc1)C1CCCN1C(=O)NCc1ccccc1 (centres undefined)
  ?, .
> Cc1cc(C)cc(NC(=S)Nc2cccc3cnccc23)c1
  -9.5%, -19.3
> CSc1ccc(/C=N/NC(=O)c2sccc2C)cc1
  20.4%, 11.2
> CC(C(=O)Nc1ccc2c(c1)OCCO2)n1nnc(-c2ccccc2)n1 (centres undefined)
  -7.3%, -26.0
> O=C(c1ccc2c(c1)OCO2)C1CCCN(Cc2ccc(OC(F)F)cc2)C1 (centres undefined)
  ?, .
> Cc1ccc(S(=O)(=O)/N=C2/NC(=O)/C(=C/c3ccncc3)S2)cc1
  ?, .
> O=C(Cn1nnc(-c2ccccc2NC(=O)c2ccccc2)n1)Nc1ccc2c(c1)OCCO2
  ?, .
> COc1cccc(C(C(=O)NC(C)(C)C)N(Cc2ccc(C)cc2)C(=O)CCC(=O)Nc2cc(C)on2)c1OC (centres undefined)
  ?, .
> COc1cc(NC(=O)c2nn(C)c3c2CS(=O)(=O)c2ccccc2-3)cc(OC)c1
  ?, .
> Cc1oc2ncnc(N)c2c1C
  ?, .
> Cc1c(C(=O)N2CCN(S(=O)(=O)c3ccccc3)CC2)oc2ccccc12
  ?, .
> O=C(c1ccco1)N1CCN(Cc2nnc(-c3cccc(Br)c3)o2)CC1
  i, 24.6
> CC(C)c1ccc(N(CC(=O)NC2CCCC2)C(=O)CCC(=O)Nc2ccccn2)cc1
  ?, .
> CCOc1ccc(N2CC(C(=O)Nc3ccccc3N3CCOCC3)CC2=O)cc1 (centres undefined)
  ?, .
> CCSc1cc(Cl)nc(N)n1
  -3.4%, 18.5
> CC(C)C(c1nnnn1Cc1ccc(F)cc1)N1CCN(c2ccc(O)cc2)CC1 (centres undefined)
  ?, .
> CCOc1ccc(N(CC(=O)Nc2ccc(OC)cc2OC)S(=O)(=O)c2c(C)[nH]c(=O)[nH]c2=O)cc1
  -5.3%, .
> C#CCOCCOCCOCCNc1nc(N2CCN(C(=O)CCCCCCCCCCNC(=O)[C@H](CCCCN)n3cc(CCO)nn3)CC2)nc(N2CCN(C(=O)CCCCCCCCCCNC(=O)[C@@H]([C@H](C)O)n3cc(C)nn3)CC2)n1
  ?, .
> CN1CCN(C(=O)/C(=C/c2ccc(F)cc2)c2ccsc2)CC1
  ?, .
> c1csc(CN2CCOCC2)c1
  ?, .
> CC(=O)c1sc(NC(=O)COc2ccccc2)nc1C
  ?, .
> Cc1cc(C)nc(/N=C(\NC(=O)C(C)(C)C)Nc2ccc(F)cc2)n1
  5.0%, 8.8
> O=[N+]([O-])c1ccccc1S(=O)(=O)Nc1cccc(-c2ccc3nncn3n2)c1
  ?, .
> O=C(CNCc1ccc(Cl)cc1)Nc1ccc2c(c1)OCCO2
  ?, .
> CC(=O)c1cnc2nc(SCc3ccccc3C)nn2c1C
  i, 8.1
> COc1ccc(C)cc1S(=O)(=O)NCCN1CCOCC1
  6.7%, 6.8
> Cc1ccc(C)c(NC(=O)CN(C)S(=O)(=O)c2ccccc2)c1
  i, -14.6
> CCC(C)(C)C1CCC2(CC1)NC(=O)N(CC(=O)N(C)Cc1ccc(OC(F)F)cc1)C2=O (centres undefined)
  3.9%[0.0737 µM], .

Next entries follow.
The line under a structure holds: Lipid storage S3, Lipid storage S3 cell count max
> O=C(COC(=O)c1ncc(Cl)c(Cl)c1Cl)NCCc1ccccc1
  ?, .
> Cc1ccc(S(=O)(=O)Nc2ccc(S(=O)(=O)Nc3nccs3)cc2)c([N+](=O)[O-])c1
  ?, .
> CCOc1ccc(NC(=O)CSc2nc(=O)n(Cc3cccnc3)c3c2CCC3)cc1
  i[0.0737 µM], .
> Cn1ncc2c(N3CCCCC3)nc(NCCCO)nc21
  ?, .
> CCN(CC)C(=O)CNC(=O)Cc1ccc(Cl)cc1
  ?, .
> CCCc1cc(=O)n2[nH]c(-c3ccc(Cl)cc3)cc2n1
  ?, .
> O=C(CCNC(=O)c1ccccc1Cl)Nc1cccc(C(F)(F)F)c1
  ?, .
> CC(=O)N1CCN(Cc2nc3cc(NC(=O)COc4ccccc4)ccc3n2C)CC1
  0.6%, 14.3
> Cc1c(NC(=O)c2ccc(S(=O)(=O)N(C)c3ccccc3)cc2)c(=O)n(-c2ccccc2)n1C
  i, 21.3
> COc1ccc(C(C)(C)C)cc1NC(=S)NCCN1CCOCC1
  10.9%, 15.4
> O=C(NC(=S)NC1CCCCC1)c1ccccc1
  i, -10.3
> CCOc1cccc2cc(C(=O)NCc3ccc(Cl)cc3)c(=N)oc12
  -18.1%, 39.7
> COc1ccc(Br)cc1CNC(=O)C1CCCN(S(=O)(=O)N2CC(C)CC(C)C2)C1 (centres undefined)
  ?, .
> CC(=O)N1CCN(c2ccc([N+](=O)[O-])c(NCC3CCCO3)c2)CC1 (centres undefined)
  8.5%, -8.8
> O=C(/C=C/c1cccs1)N1CCC2(CC1)Oc1ccc(Cl)cc1C(=O)C21CC(c2ccccc2)=NO1 (centres undefined)
  14.3%, 12.1
> Cc1onc(-c2c(Cl)cccc2Cl)c1C(=O)NCc1ccco1
  ?, .
> Cc1ccc(Cl)cc1NC(=O)[C@@H]1CCC(=O)N1C1OC(=O)c2ccccc21 (some centres undefined)
  3.0%, -4.7
> COc1cc(-c2cc(-c3ccccc3)nc(SCC(=O)O)c2C#N)cc(OC)c1OC
  i, .
> CN1C(=O)c2cccc3c(S(=O)(=O)NCc4ccco4)ccc1c23
  -8.0%, .

A portion of the library; count on the stated rates, not on these rows.
